DT40 TDP1 CPT: qHTS for Inhibitors of human tyrosyl-DNA phosphodiesterase 1 (TDP1): qHTS in cells in presence of CPT; Potency, µM (series often up to 46.2 µM), inactives show at the top dose activity change, negative = growth inhibition, actives largely listed as inhibitors; 12% of 420,000 active; chicken DT40 Tdp1-/-;hTDP1 cells + 20 nM CPT, ATP luminescence, 48 h; AID 686979, 2013; note: nearly all actives have a fitted effect of over 55% in size
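Chicken DT40 Tdp1-/- cells stably complemented with human TDP1 were seeded at 400 cells/well in medium containing 20 nM camptothecin, exposed to pin-transferred compounds, and grown at 37 °C for at least 48 hr. Viability was read as ATP luminescence.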
GCN5L2 inh: qHTS Assay for Inhibitors of GCN5L2 | Histone acetyltransferase KAT2A (Homo sapiens), Q92830 | AID 504327, 2011 | 0.21% of 390,000 active | Potency, µM (highest dose often 58.9 µM), for inactives: at the highest dose activity change, negative = inhibition, hits mostly inhibitors | GCN5L2 HAT assay, ThioGlo1 CoA-SH fluorescence
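Fluorescence readout, Ex340nm/Em540nm: ThioGlo1 (50uM final) reacts with free CoA thiol released as 20nM GCN5L2 acetylates H3(1-25) peptide (75uM) using acetyl-CoA (70uM). Compound and enzyme sat 15 min beforehand; 20 min room-temperature reaction.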
FEN1 inhibitor: qHTS Assay for the Inhibitors of Human Flap endonuclease 1 (FEN1). AID 588795, 2011. P39748. 0.35% of 390,000 active. Potency, µM (titrated, usually from 114 µM), for inactives: at the highest dose activity change, negative = inhibition, most hits filed as inhibitors. Recombinant FEN1 flap cleavage, fluorescence, 15 min; note: nearly all actives have a fitted effect of over 65% in size
Target sequence (P39748 whole entry, looked up): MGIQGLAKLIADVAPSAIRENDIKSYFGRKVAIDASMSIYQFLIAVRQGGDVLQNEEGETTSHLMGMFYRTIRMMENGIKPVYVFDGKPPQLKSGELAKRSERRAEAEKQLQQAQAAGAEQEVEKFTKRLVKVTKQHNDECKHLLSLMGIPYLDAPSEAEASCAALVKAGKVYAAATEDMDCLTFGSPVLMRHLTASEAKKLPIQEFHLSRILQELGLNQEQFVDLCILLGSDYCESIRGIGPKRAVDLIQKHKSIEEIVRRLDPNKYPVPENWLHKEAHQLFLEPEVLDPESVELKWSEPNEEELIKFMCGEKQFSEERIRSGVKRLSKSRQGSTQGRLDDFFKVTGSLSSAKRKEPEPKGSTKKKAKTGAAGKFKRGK
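Enzyme 10 nM, 15 min RT preincubation with compound; start with substrate 50 nM final; reads at 0 and 15 min; qHTS titration, four-parameter Hill fit.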
Active calls of the source: *; ? = inconclusive; · = not tested or not shown; & = joins results of further samples. Calls come from the whole dose curve; as a rule, active = well fitted curve in the direction sought with a large enough effect; inconclusive = small, poorly fitted or top-dose-only effect, or another doubt; inactive = no such curve, though single readings can be large; an effect the other way counts as inactive or inconclusive. % is set by controls: 0 for no effect and ±100 for the full control effect; potency is the fitted concentration of half-maximal effect.

The line under a structure holds: DT40 TDP1 CPT, GCN5L2 inh, FEN1 inhibitor
- O=C(c1csnn1)N1CCC2(CC1)CN(Cc1ccncc1)C2
→ 7%, -9%, ·
- CC(C)c1ccc(NC(=O)C2CCN(S(=O)(=O)c3ccc(Br)s3)CC2)cc1
→ ?, -11%, -22%
- CC(N=Cc1c(O)n(C2CC2)c(=S)[nH]c1=O)c1ccccc1 (centres undefined)
→ 0%, -4%, 4%
- N[C@@H](Cn1ccc(=O)n(Cc2ccc(C(=O)O)cc2)c1=O)C(=O)O
→ 17%, -17%, ·
- CCc1nn(CC(=O)N2CCN(Cc3ccc4c(c3)OCO4)CC2)c(=O)c2cc3occc3n12
→ ?, -5%, -8%
- O=C1NC(=O)C2(CCN(S(=O)(=O)c3ccccc3)CC2)C(=O)N1
→ -2%, ·, 15%
- CCCCn1c(N)c(N(CC(C)C)C(=O)c2cc(Br)c(Br)s2)c(=O)[nH]c1=O
→ ?, ·, 19%
- O=C(CCCC1=NS(=O)(=O)c2ccccc2N1)N1CCC2(CC1)OCCO2
→ -19%, 18%, -3%
- COc1ccc(-n2c(/C=C/c3ccc(O)c(O)c3)nc3ccccc3c2=O)cc1
→ ?, -20%, -10%
- O=c1c2ccccc2nc(-c2cccs2)n1-c1cnccn1
→ 7%, -4%, -9%
- CN1C(=O)N(C)C(=O)C2(Cc3cc([N+](=O)[O-])ccc3N(C)C2)C1=O
→ -3%, 1%, 4%
- O[C@H]1[C@H]2[C@H](O)CCCN2C[C@H]1O
→ 8%, -15%, ·
- Nc1c2c(nc3sc4c(c13)CCCC4)CCCCC2
→ ?, -5%, -6%
- O=c1[nH]c(=O)n(-c2cccc(Cl)c2)c(O)c1C=NCCCN1CCOCC1
→ -2%, -1%, -7%
- Cc1ccc(C(O)P(=O)(OC2CCCCC2)OC2CCCCC2)cc1 (centres undefined)
→ ?, -2%, -17%

The list continues:
The line under a structure holds: DT40 TDP1 CPT, GCN5L2 inh, FEN1 inhibitor
- O=C(O)Cc1cccnc1C(=O)O
→ 1%&-4%, -3%&-11%, ·
- Cc1cc(C=C2C(=O)NC(=S)NC2=O)c(C)n1C1CCCC1
→ 15µM*, -6%, -21%
- CCn1c(P(C)(=O)O)nc2cc(NC(=O)c3ccccc3F)ccc21
→ -2%, -6%, 4%
- COc1ccc(C(=O)C2CCCN(C3CSCCSC3)C2)c(C)c1 (centres undefined)
→ ?, 2%, -13%
- O=C(NN=Cc1ccc(N(CCCl)CCCl)cc1)c1cccnc1
→ 7.3µM*, ·, 11%
- COc1ccc(-c2nc3ccccc3n2OC(=O)N(C)C)cc1
→ -1%, -6%, 2%
- CCCCn1c(O)c(C(CC)=Nc2cccc(C(=O)O)c2)c(=O)[nH]c1=O
→ 1%, -27%, 5%
- O=C(O)CCn1cc(C=C2C(=O)NC(=S)NC2=O)c(-c2cccc(Br)c2)n1
→ 1%, -21%, 15%
- CCn1c(CNC(=O)c2ccc3c(c2)OCO3)nnc1SCC(=O)Nc1cc(C)ccc1OC
→ ?, ·, -10%
- Cc1ccc(Cl)cc1NC(=O)Cn1c(=O)oc2cc(S(=O)(=O)N3CCCCCC3)ccc21
→ 15µM*, -6%, -5%
- O=C(N/N=C/c1cccnc1)c1ccc(NC(=O)C(c2ccccc2)c2ccccc2)cc1
→ 7.3µM*, 0%, -6%
- Cc1ccsc1/C=N/NC(=O)Cc1cc(=O)[nH][nH]1
→ -7%, ?, 1%
- CC(=O)OC1N=C(c2ccccc2)c2ccccc2NC1=O (centres undefined)
→ -5%, -3%, 3%
- COc1ccc(C(=O)C2CCCN(Cc3ccsc3)C2)cc1OC (centres undefined)
→ -24%, 5%, 14%
- CC1=CC(=O)OC2CC3OC4C[C@@H](C)C5OC6CC7O[C@]8(C)C/C=C\C9OC%10CC%11OC(CC(C)C%12OCCO%12)CC(O)[C@]%11(C)OC%10CC9OC8C[C@]7(C)O[C@]6(C)CCC5OC4C[C@]3(C)OC12 (some centres undefined)
→ 29µM*, -1%, -18%

(list continues)
The line under a structure holds: DT40 TDP1 CPT, GCN5L2 inh, FEN1 inhibitor
- COc1cc(CN2CCc3nc(N4CCN(c5ncccn5)CC4)ncc3C2)cc(OC)c1OC
→ 8.2µM*, 3%, -13%
- OCCN(CC#CC(O)(c1ccccc1)C1CCCC1)CCO (centres undefined)
→ 5%, 3%, 5%
- CCOS(C)(=O)=O
→ 2%, -9%, 3%
- C=CCc1cc(OC)c2c(c1)OCO2
→ -2%, -7%, 2%
- CC1=CC2OC3CC4OC(=O)C=CC=CC(C(C)O)OCC(O)C5(C)OC5C(=O)OCC2(CC1O)C4(C)C31CO1 (centres undefined)
→ 0.092µM*, ·, 0%
- CCOc1ccc(N)cc1
→ -5%, ·, -22%
- COc1cc2c(c(OC)c1OC)-c1ccc(O)cc1C(NC(C)=O)CC2 (centres undefined)
→ 0.21µM*, ·, -4%
- O=C1NC(=O)N(CC2CCCO2)C(=O)/C1=C/c1cccs1 (centres undefined)
→ ?, -13%, ?
- CN1C(=O)C(=Cc2ccc(N3CCCCCC3)o2)C(=O)N(C)C1=S
→ ?, -5%, -3%
- Cc1cccc(Cn2cccc(C(=O)Nc3ccc4c(c3)OCCO4)c2=O)c1
→ 9.2µM*, -18%, -5%
- C=CCn1c(O)c(C(CC)=NC(C)c2ccccc2)c(=O)[nH]c1=O (centres undefined)
→ ?, 0%, -2%
- Cc1ccc(NC(=O)COc2ccc(-c3nn(C)c(=O)c4ccccc34)cc2)c(C)c1
→ 16µM*, 9%, -2%
- COC(=O)C1=CO[C@@H](C)[C@H]2CN3CC[C@]4(C(=O)Nc5ccccc54)[C@@H]3C[C@H]12
→ 8%, ·, 17%
- CCOc1cc2c(cc1OCC)-n1cccc1C(c1cccc(F)c1F)NC2 (centres undefined)
→ ?, -2%, -18%
- COc1ccc(NC(=O)c2sc3nc4c(cc3c2N)N2CCC4CC2)cc1OC
→ ?, -5%, -2%

(more compounds)
The line under a structure holds: DT40 TDP1 CPT, GCN5L2 inh, FEN1 inhibitor
- CCNc1nc2[nH]c(=O)c3c(c2s1)OC(N)=C(C#N)C3c1cccs1 (centres undefined)
→ -27%, -1%, -7%
- c1cc2cc(c1)C[n+]1ccc(c3ccccc31)NCc1ccc(cc1)CNc1cc[n+](c3ccccc13)C2
→ 9.4µM*, 12%, ·
- COC(=O)C1C2c3ccccc3OC1(C)N=c1s/c(=C/c3cnn(C)c3)c(=O)n12 (centres undefined)
→ -23%, -14%, 3%
- CN1C(=O)C[N+]([O-])=C(c2ccccc2)c2cc(Cl)ccc21
→ 18%, ·, 9%
- COP(=O)(OC)c1nc(-c2ccc([N+](=O)[O-])cc2)oc1N1CCCCC1
→ ?, -4%, -15%
- COC(=O)C1=C(c2ccc(OCc3ccccc3)cc2)C[C@@H]2CC[C@H]1N2C(=O)NCc1cccc(OC)c1
→ 18µM*, -5%, 4%
- CCCCn1c(O)c(C(CC)=NCCCN(C)C)c(=O)[nH]c1=O
→ -19%, -9%, 13%
- CCOC(=O)C1=C(N)OC2=C(C(=O)CC(C)(C)C2)C12C(=O)Nc1ccccc12 (centres undefined)
→ -23%, -3%, 0%
- CCN1C(=O)c2ccccc2Sc2ccc(NC(=O)Cc3ccc(OC)c(OC)c3)cc21
→ ?, -11%, -17%
- CC1CN(c2ccc([N+](=O)[O-])c3cccnc23)CC(C)N1 (centres undefined)
→ -21%, 1%, 1%
- CN(C)C(=O)Oc1cc(=O)n2c3c(cccc13)CCC2
→ -2%, -1%, 2%
- CC(C(=O)c1cn(C)c2ccccc12)c1ccccc1 (centres undefined)
→ ?, -6%, 1%
- CCN(c1ccccc1)S(=O)(=O)c1ccc(C(=O)NCC(c2ccccc2OC)N2CCCC2)cc1 (centres undefined)
→ ?, ·, -4%
- COc1cccc(C(=O)C2CCCN(Cc3cccc4c3OCO4)C2)c1 (centres undefined)
→ ?, -6%, -3%
- N[C@@H](Cc1c[nH]c2ccccc12)c1nnc(SCc2ccccc2F)o1
→ -19%, -6%, 6%

Remaining list, next part:
The line under a structure holds: DT40 TDP1 CPT, GCN5L2 inh, FEN1 inhibitor
- O=C(O)COc1nc(Cl)c(Cl)cc1Cl
→ ?, -15%, ·
- O=S(=O)(c1ccc(O)cc1)c1ccc(O)cc1
→ 7%, 2%, -17%
- O=c1ccc2cc(O[C@H]3OC(CO)C(O)C(O)C3O)c(O)cc2o1 (some centres undefined)
→ -10%&6%, ?, ·
- C[C@@H]1O[C@@H](O[C@@H]2C=C3CCC4C(CC[C@]5(C)[C@@H](c6ccc(=O)oc6)CC[C@]45O)[C@@]3(C)CC2)[C@H](O)[C@H](O)[C@H]1O (some centres undefined)
→ 0.058µM*, 3%, -10%
- COC(=O)C1C2c3ccccc3C(c3ccccc32)C1C(=O)OC (centres undefined)
→ -22%, 0%, 4%
- COc1ccc(C2C(C(=O)N3CCC4(CC3)OCCO4)c3cc(OC)c(OC)cc3C(=O)N2C)cc1 (centres undefined)
→ 1%, -18%, -2%
- O=C(C1CCN(c2nc3ccc(Br)cc3s2)CC1)N1CCC2(CC1)OCCO2
→ 12µM*, -8%, -2%
- Cc1ccc(-n2nc(C)cc2NC(=O)COc2cc(C)cc3oc(=O)c4c(c23)CCC4)cc1
→ ?, -25%, 4%
- COc1cc(OC)c(/C=C2\C(=O)Nc3ccccc32)c(OC)c1
→ 2.6µM*, -26%, -24%

3 compounds from above, reduced to GCN5L2 inh and DT40 TDP1 CPT.
Compound | GCN5L2 inh | DT40 TDP1 CPT
COc1cc(OC)c(/C=C2\C(=O)Nc3ccccc32)c(OC)c1 | -26% | 2.6µM*
COC(=O)C1C2c3ccccc3C(c3ccccc32)C1C(=O)OC (centres undefined) | 0% | -22%
O=c1ccc2cc(O[C@H]3OC(CO)C(O)C(O)C3O)c(O)cc2o1 (some centres undefined) | ? | -10%&6%

Among those listed so far, nine contain an NH in an aromatic ring:
The line under a structure holds: DT40 TDP1 CPT, GCN5L2 inh, FEN1 inhibitor
- CC(N=Cc1c(O)n(C2CC2)c(=S)[nH]c1=O)c1ccccc1 (centres undefined)
→ 0%, -4%, 4%
- CCCCn1c(N)c(N(CC(C)C)C(=O)c2cc(Br)c(Br)s2)c(=O)[nH]c1=O
→ ?, ·, 19%
- O=c1[nH]c(=O)n(-c2cccc(Cl)c2)c(O)c1C=NCCCN1CCOCC1
→ -2%, -1%, -7%
- CCCCn1c(O)c(C(CC)=Nc2cccc(C(=O)O)c2)c(=O)[nH]c1=O
→ 1%, -27%, 5%
- Cc1ccsc1/C=N/NC(=O)Cc1cc(=O)[nH][nH]1
→ -7%, ?, 1%
- C=CCn1c(O)c(C(CC)=NC(C)c2ccccc2)c(=O)[nH]c1=O (centres undefined)
→ ?, 0%, -2%
- CCNc1nc2[nH]c(=O)c3c(c2s1)OC(N)=C(C#N)C3c1cccs1 (centres undefined)
→ -27%, -1%, -7%
- CCCCn1c(O)c(C(CC)=NCCCN(C)C)c(=O)[nH]c1=O
→ -19%, -9%, 13%
- N[C@@H](Cc1c[nH]c2ccccc12)c1nnc(SCc2ccccc2F)o1
→ -19%, -6%, 6%

Not all compounds are listed, so the mix of outcomes need not match the whole.
